# PGC1a acetyl inh – inhibitors of PGC1a acetylation signal, primary screen, cell-based, U2OS, AlphaScreen, inhibitor mode. AlphaScreen anti-acetyl-lysine; with virally co-expressed GCN5 acetyltransferase. 350,000 compounds, 0.17% hits. inhibition, % at 15.6 µM;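 active = every replicate shows inhibition of at least 40%; inconclusive = mean inhibition at least 40% but some replicate below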;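 note: 0% = neutral control wells and 100% = positive control wells; some results beyond the cut were filed as inactive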
# Cneo AK release – Cryptococcus neoformans cell lysis inducers, primary screen, AK release luminescence, single concentration; C. neoformans lysis, adenylate kinase release luminescence, 4 h; normalised: neutral wells 0, clomiphene wells 100; lysis activity, % at 15 µM; 360,000 compounds, 0.2% hits; AID 651654, 2012;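 active = mean lysis activity across replicates of at least 80%, whatever share of replicates individually reach that level; inactive = mean lysis activity below 80%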
#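 Material – log-phase Cryptococcus neoformans yeast cells · Input – 5 × 10^6 yeast cells/mL · Medium – fresh YPD growth medium · Doses – single compound concentration per well · Timing – static 4 h at 37 °C with compound, 1 h detection · Detection – adenylate kinase release luminescence · Read-out – signal increase indicating cell lysis · Control set – Clomiphene as positive lysis control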
# miR122 inh – miR-122 Renilla sensor signal increase in Huh7, primary screen, miR-122 inhibitor project, cell-based, single point, plate reader. Huh7 miR-122 Renilla luciferase sensor, 48 h; neutral wells = 0, positive control = 100. AID 602342, 2012. activation (reporter increase), % at 12.5 µM. 340,000 compounds, 0.3% hits;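 active = mean replicate activation score at least 90 and every replicate individually at or above 90; inconclusive = only one of the two criteria met; inactive = neither criterion met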;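 note: higher luciferase means less miR-122 activity so hits act as miR-122 inhibitors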
# Statin myotox sup – suppressors of statin myotoxicity in C2C12 myotubes, primary screen, cell-based, single point, plate reader | rescue of ATP level, % at 7.49 µM | AID 602340, 2012 | 330,000 compounds, 0.78% hits | C2C12 myotubes + simvastatin, ATP luminescence, 48 h; scaled: DMSO 0, geranylgeraniol control 100;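 active = mean ATP rescue above about 67%, or every replicate alone reaching that limit, limit read from the data, passing the limit was not always enough; inconclusive = no clear call, values can overlap the other calls; inactive = mean under the limit and some replicate under it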;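 note: myotubes were challenged with 10 µM simvastatin during compound exposure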
# PglD inh – C. jejuni PglD acetyltransferase inhibitors, primary screen, biochemical, DTNB colorimetric, single point; purified PglD enzyme, DTNB colorimetric CoA detection; inhibition, % at 12.5 µM; 360,000 compounds, 0.098% hits; AID 602405, 2012; in the data active = inhibition above about 16%, passing the limit was not always enough; inconclusive = no clear call, values can overlap the other calls; note: strong numbers were not always called active
# FN deposit inh – inhibitors of fibronectin matrix deposition, primary screen, AH1F cells, Alexa488-fibronectin fluorescence, plate reader. AID 743247, 2014. inhibition, % at 12.6 µM. 350,000 compounds, 0.086% hits. AH1F fibroblasts, overnight;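 active = mean inhibition across replicates of 30% or more, regardless of how many single replicates reach that level; inconclusive = mean under 30% yet at least half of replicates reach 30%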;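 note: positive control wells lacked labelled fibronectin entirely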
#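 Assay system: AH1F fibroblasts / Quantity: 10000 cells per well / Medium: DMEM plus 2% serum, read in PBS / Reagent: labelled fibronectin 24 nM / Dosing: single dose, pinned / Times: 1 h cell attachment, overnight exposure to compound and label / Signal: fluorescence, ex 485 nm, em 525 nm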
# CFTR F508del cor – F508del CFTR correction, initial screen, CFBE line, single point. CFBE cells, YFP halide quenching; stimulated with forskolin plus potentiator P3; % fluorescence drop versus neutral controls. activity (quench increase), % at 7.58 µM. 350,000 compounds, 0.36% hits. AID 720511, 2013;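 active = mean added fluorescence quench of at least 8% versus neutral control, with both replicates also reaching 8%; inconclusive = only one of the mean or replicate conditions met; inactive = mean below 8% and not both replicates reaching 8%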;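 note: cells transiently co-express mutant CFTR-F508del with the halide-sensitive YFP; corrector assay measuring rescue of mutant channel to the surface after 24 h compound exposure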
# INS-1E GSIS act – GLuc luminescence reporter in INS-1E cells, primary screen for activators of glucose-dependent secretion of insulin. INS-1E GLuc reporter insulin secretion, 2-3 h. activation, % at 16.6 µM. 370,000 compounds, 0.61% hits;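 active = lowest replicate activation of at least 40%, so every replicate reaches that level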;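 note: 0% = median of neutral control wells and 100% = median of IBMX positive control wells; some compounds called inactive have numbers as strong as hits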
# Active calls of the source: *; ? = inconclusive; . = no result given; & = joins results of further samples; [ ] = dose if it differs, or a comment. Not a hit list; overall some 2.1% were active at least once.
SMILES,PGC1a acetyl inh,Cneo AK release,miR122 inh,Statin myotox sup,PglD inh,FN deposit inh,CFTR F508del cor,INS-1E GSIS act
C[C@@H]1CN([C@@H](C)CO)C(=O)c2cccc(N(C)C)c2O[C@H]1CN(C)Cc1ccc(C(F)(F)F)cc1,7,-4,15[16.7 µM],-2,3,-9,0.3,-10
O=C(C[C@H]1CC[C@@H]2[C@H](COC[C@H](O)CN2C(=O)Nc2ccc(F)cc2)O1)NCCc1ccccc1,-11,-1,5[16.7 µM],-9,3,4,-0.5,-14
CONC(=O)c1cc(OCC(F)(F)F)ccc1OCC(F)(F)F,5,1,-10,-1,7,.,.,.
C/C=C/c1cnc2c(c1)C(=O)N([C@@H](C)CO)C[C@@H](C)[C@H](CN(C)Cc1ccc3c(c1)OCO3)O2,-8,5,.,-2,-1,-2,0.3,6
CCN(C[C@H]1N[C@@](CC)(C(=O)OC)[C@H]2C(=O)N(C)C(=O)[C@@H]12)C(=O)c1ccc(F)cc1,.,-1,.,-5,3,6,0.6,15
C[C@H](NC(=O)C[C@H]1C=C[C@@H](NC(=O)Nc2ccc3c(c2)OCO3)[C@H](CO)O1)c1ccccc1,-1,3,-2[16.7 µM],-4,4,-4,-2.1,4
O=S(=O)(c1ccc2c(c1)CCCN2)N1CCCCC1,1,-2,0,14,-3,7,-4.8,11
COc1ccc(OC)c(/C=C/c2[nH]c(=O)[nH]c(=O)c2[N+](=O)[O-])c1,-13,-2,-6,9,-1,8,-0.6,-9
CC(=O)c1ccc(NC(=O)CN2c3cccc4cccc(c34)S2(=O)=O)cc1,-7,.,-4,.,.,-1,-0.4,-5
CC(=O)Nc1ccc(OCC(O)CNC(C)C)cc1 (stereo unspecified),-5,-1,-6,-2,-5,.,0.1,.
CCc1ccc(NC(=O)C2CCN(S(=O)(=O)c3ccc4c(c3)NC(=O)C(C)S4)CC2)cc1 (stereo unspecified),-13,-8,-3,-8,-1,6,0.5,-32
CCOC(=O)C(=CNc1ccc(OC)cc1[N+](=O)[O-])C(=O)OCC,-29,-2,5,0,4,3,-4.0,9
COc1ccc(S(=O)(=O)Nc2ccc3c(c2)CC(=O)N([C@@H](C)CO)C[C@@H](C)[C@@H](CN(C)Cc2ccc4c(c2)OCO4)O3)cc1,5,5,8[16.7 µM],13,2,5,3.6,-14
CCOC(=O)c1nn(-c2ccccc2)c(=O)c(C#N)c1C,-10,8,-8,.,1,.,.,.
CN1CCCN(C(=O)c2c(F)cccc2Cl)CC1,7,1,2,12,-4,-6,-0.3,-8
C[C@@H]1CN([C@@H](C)CO)C(=O)c2cccc(NS(=O)(=O)c3cccs3)c2O[C@@H]1CN(C)C(=O)Nc1ccc2c(c1)OCO2,31,2,1[16.7 µM],17,10,.,-1.4,-17
Cc1ccnc(N2CCCC(C(=O)Nc3cccc(C)c3C)C2)n1 (stereo unspecified),.,-2,.,-8,1,-2,-0.7,-6
N#C[C@H]1[C@H](c2ccccc2C2=CCCCC2)[C@@H](CO)N1C(=O)CN1CCOCC1,-7,.,.,.,.,-4,-2.9,10
O=C(N[C@@H]1CC[C@H](CCNS(=O)(=O)c2ccccc2)O[C@@H]1CO)c1cccc(F)c1,-3,1,.,1,4,-2,0.6,4
Cc1ccc2cc(CNC(C)(C)C)c(=O)[nH]c2c1,3,-3,-1,12,-4,.,.,-7
O=C(O)CC1=C(Nc2ccccc2)C(=O)N(c2ccccc2)C1c1ccc(Br)cc1 (stereo unspecified),.,.,2,.,.,1,1.3,5
Cc1cc(C=O)c(C)n1-c1ccc(NC2CCCCC2)c([N+](=O)[O-])c1,3,2,-24,.,-1,.,.,.
CN1CCN(C(=O)C[C@@H]2CC[C@@H]3[C@H](COC[C@H](O)CN3Cc3cccc(Cl)c3)O2)CC1,1,1,0[16.7 µM],2,-3,-4,-0.4,8
O=C(CCNC(=O)c1ccc([N+](=O)[O-])cc1)Nc1ccccc1N1CCCC1,.,5,.,5,2,8,0.3,-17
C[C@@H]1CN([C@H](C)CO)C(=O)c2cccc(NC(=O)c3ccc(-c4nccs4)cc3)c2O[C@@H]1CN(C)C(=O)NC1CCCCC1,-1,0,3[16.7 µM],47,1,1,1.6,-10
C=CC[C@@H](CC(=O)N[C@H](CO)Cc1ccccc1)C(=O)NC[C@@H](OC(=O)[C@@H](CC=C)Cc1ccc(F)cc1)c1ccccc1,.,2,.,11,2,-6,-0.8,0
C#Cc1ccc([C@H]2C=C(C(=O)NCc3ccccc3)O[C@@H](OCC)[C@@H]2CCCO)cc1,-3&-10,-11&-1,1,34,3&-3,-3,0.3&1.9,-39
COC(C[C@@H]1O[C@@H]1[C@@H](O)[C@H](C)OCc1ccccc1)OC,55,-1,-4,-3,3,12,-0.1,.
Cc1ccc(S(=O)(=O)Nc2cccc(Cl)c2)cc1NC(=O)C1CC1,-9,1,50,-1,-1,4,3.2,-14
O=C(c1ccccc1)c1ccc(OCC(O)CN2CCCCC2)cc1 (stereo unspecified),-5,-1,0,.,-1,-6,.,.
CCc1ccc(-c2cc(C)no2)cc1S(=O)(=O)NC(C)Cc1ccco1 (stereo unspecified),-11,.,?,9,.,2,1.6,-28
c1ccc(CCN2CCN(c3ncnc4c3cnn4-c3ccccc3)CC2)cc1,19,-4,-20,18,0,0,.,.
C/C(Cl)=C\CSc1nnc2n(N)c(=O)c3ccccc3n12,3,1,-1,11,-1,2,.,3
C/C(CC1CC(COCC(C)C)OC1=O)=N\Nc1nc(-c2ccccc2)cs1 (stereo unspecified),2,-3,7,-2,-2,.,.,.
COc1ccc(NC(=O)Nc2ccc3c(c2)C(=O)N([C@@H](C)CO)C[C@H](C)[C@H](CN(C)S(=O)(=O)c2ccc(Cl)cc2)OCCCC[C@@H](C)O3)cc1,2,-14,-3[16.7 µM],.,-2,7,-2.3,22
COc1ccc(NC(=O)CSc2nnc(C)s2)cc1S(=O)(=O)N1CCOCC1,9,0,1,2,-1,2,0.4,-4
CN(Cc1ccccc1)C(=O)c1cccc(NC(=O)Cc2ccc(NC(=O)C3CCCN(C(=O)C4CCCCC4)C3)cc2)c1 (stereo unspecified),.,1,.,-11,2,8,-0.5,-7
Cc1ccc(S(=O)(=O)N(C)C[C@H]2Oc3ccc(NC(=O)Nc4ccc(C(F)(F)F)cc4)cc3CC(=O)N([C@H](C)CO)C[C@@H]2C)cc1,-2,35,-15[16.7 µM],33,4,-13,0.3,-10
CNC(=O)C[C@H]1CC[C@H]2[C@H](COc3ccc(NC(=O)Nc4cccc(F)c4)cc3C(=O)N2C)O1,0,-1,21[16.7 µM],-12,4,-30,0.4,6
O=C(CSCc1c(Cl)cccc1Cl)N1CCOCC1,-1,.,-7,14,.,-3,-1.0,4
Cc1ccc(-c2ccnc3nc(Sc4ncc(C(F)(F)F)cc4Cl)nn23)cc1,3,-5,-4,7,-1,-7,.,-5
C[C@H](CO)N1C[C@H](C)[C@H](CN(C)Cc2ccc(Oc3ccccc3)cc2)Oc2c(NC(=O)C3CCOCC3)cccc2C1=O,3,-3,-6[16.7 µM],8,8,.,-0.6,-4
CCN1CCN(Cc2ccc(NC(=O)c3ccc(C)c(NC(=O)N4CCNC4=O)c3)cc2C(F)(F)F)CC1,-6&-4,0&-1&3,-7&-1&-2,-7&-35&-8,-3&1&4,7&-3,-1.9&-0.2,-8&16
CC/C(=N\NC(=O)c1ccccc1Cl)c1ccc(Br)s1,83*,0,-7,.,-3,5,.,2
CCOC(=O)c1ccc(NS(=O)(=O)c2c(C)[nH]c(C)c2C(=O)N2CCCCC2)cc1,5,0,9,1,-4,8,-3.0,-19
COc1cc(C2SCC(=O)N2Cc2ccccc2)ccc1O (stereo unspecified),-3,-1,-2,-11,7,3,-0.5,45
CCCOP(=O)(c1ccc(N(C)C)cc1)C(Nc1ccccc1)c1ccc(N(C)C)cc1 (stereo unspecified),-1,7,0,8,6,10,0.2,.
COc1ccc2ccccc2c1/C=N/NC(=O)c1cccc(C)c1,0,0,-4,.,0,1,.,-11
COc1ccc(S(=O)(=O)NCC(c2ccco2)N2CCOCC2)cc1 (stereo unspecified),.,5,.,-1,3,-2,2.5,16
COc1cccc(N2CCN(S(=O)(=O)c3ccc(-c4cnc(C5CC5)o4)cc3)CC2)c1,-29,-11,.,-18,-2,-8,1.1,2
Cc1ccc(S(=O)(=O)N(C)C[C@@H]2Oc3c(NS(=O)(=O)c4cn(C)cn4)cccc3C(=O)N([C@H](C)CO)C[C@H]2C)cc1,10,.,7[16.7 µM],-25,.,.,-1.7,8
CN(CC(=O)Nc1ccc(Cl)c(Cl)c1)C(=O)CNC(=O)Cc1ccccc1,7,.,.,9,.,12,-0.4,-44
O=[N+]([O-])c1ccccc1OCCCNCc1ccccc1,1,.,.,.,.,-3,-1.0,12
COC(=O)c1ccc(N2CCOCC2)c(NC(=O)c2ccc(Br)o2)c1,1,-2,-5,-8,-1,-3,-1.6,18
Cc1ccc(OCC(=O)NC2CCCCCC2)cc1C,5,1,2,5,0,-1,-0.8,-33
O=C(NCCSc1c[nH]c2ccccc12)c1c(F)cccc1F,10,0,3,-3,0,5,-5.0,-3
CCSc1nnc(NC(=O)c2ccc(C)o2)s1,-1,-1,3,.,0,.,.,19
O=C(COC(=O)c1ccc(Cl)nc1)NCCC1=CCCCC1,8,.,.,.,.,2,-0.6,-13
CCCNC(=O)c1ccccc1NC(=O)c1ccc2c(c1)NC(=O)C(C)S2 (stereo unspecified),.,7,.,.,1,1,0.5,-9
COC(=O)c1sccc1NC(=O)CSc1nnnn1-c1ccccc1C,-2,6,5,.,3,1,.,.

# Next part:
SMILES,PGC1a acetyl inh,Cneo AK release,miR122 inh,Statin myotox sup,PglD inh,FN deposit inh,CFTR F508del cor,INS-1E GSIS act
CCOc1ccc(NC(=O)CN(C)C(=O)C(C)N2C(=O)c3ccccc3C2=O)cc1OCC (stereo unspecified),8,-3,-9,3,-4,-1,1.0,7
COc1cccc(N2C(=NC(=O)COc3ccccc3)SC3CS(=O)(=O)CC32)c1 (stereo unspecified),1,0,-2,-6,0,-5,5.8,-1
Nc1nc(Cl)nc2ncn(Cc3ccccc3)c12,-30,1,4,0,-5,5,1.5,21
O=C(Nc1cccc(Cl)c1)c1ccc2c(c1)OCCO2,-3,-1,-2,-25,3,-10,-4.8,16

# Given with tabs: entries from further up.
mol	PGC1a acetyl inh	Cneo AK release	miR122 inh	Statin myotox sup	PglD inh	FN deposit inh	CFTR F508del cor	INS-1E GSIS act
COC(=O)c1ccc(N2CCOCC2)c(NC(=O)c2ccc(Br)o2)c1	1	-2	-5	-8	-1	-3	-1.6	18
Cc1ccc(OCC(=O)NC2CCCCCC2)cc1C	5	1	2	5	0	-1	-0.8	-33

# Bioassay records as filed in PubChem BioAssay.
